Source: PubChem BioAssay
DAX1 inh-1 = DAX1 (NR0B1) inhibitors on StAR promoter, primary screen, cell-based, luminescence, SF-1 (NR5A1), full-length DAX-1. HEK293T StAR-luciferase reporter, SF-1/DAX-1 repression relief. inhibition, % at 6.8 µM. 370,000 tested, 1.1% active. AID 652010, 2013;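 active = inhibition above the mean over all tested compounds plus 3 SD, cut at about 3.6% in these data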;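 also: 0% = DAX-1 cells with DMSO and 100% = cells lacking DAX-1 with DMSO; higher inhibition means more luminescence from relief of DAX-1 repression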
sPLA2-III inh = human group III sPLA2 inhibitors, primary screen, biochemical, QFRET, BODIPY PC-A2 liposome substrate. Group 3 secretory phospholipase A2 (Homo sapiens), Q9NZ20. QFRET BODIPY PC-A2 liposome hydrolysis, fluorescence. inhibition, % at 12.2 µM. 370,000 tested, 0.56% active;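 active = inhibition above mean plus 3 SD of compounds lying within the high and low control bounds, cut at about 19% in these data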;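 also: 0% = median of test compound wells and 100% = no enzyme DMSO wells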
Target sequence (Q9NZ20 whole entry, looked up): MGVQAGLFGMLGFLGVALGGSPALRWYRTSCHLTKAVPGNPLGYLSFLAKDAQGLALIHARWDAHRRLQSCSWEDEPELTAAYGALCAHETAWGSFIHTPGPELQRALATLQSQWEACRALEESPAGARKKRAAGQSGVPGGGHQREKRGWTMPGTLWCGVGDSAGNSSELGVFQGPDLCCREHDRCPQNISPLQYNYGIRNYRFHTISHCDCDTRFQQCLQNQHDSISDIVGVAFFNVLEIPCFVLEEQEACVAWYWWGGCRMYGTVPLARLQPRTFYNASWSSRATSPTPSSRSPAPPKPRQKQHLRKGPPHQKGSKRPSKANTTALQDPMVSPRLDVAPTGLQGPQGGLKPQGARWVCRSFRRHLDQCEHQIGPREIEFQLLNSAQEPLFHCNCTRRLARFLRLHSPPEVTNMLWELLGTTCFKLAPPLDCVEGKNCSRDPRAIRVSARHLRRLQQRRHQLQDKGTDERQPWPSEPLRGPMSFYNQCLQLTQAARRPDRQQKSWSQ
SMARCA2 act = SMARCA2 (BRM) function activators, primary screen, cell-based, luminescence, high throughput. MG213 cells, MMTV-luciferase reporter, dexamethasone, overnight. activation, % at 9.1 µM. 370,000 tested, 1% active. AID 652017, 2013; in the data active = activation above about 7.8%;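 also: 0% = vehicle wells and 100% = reference activator wells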
hgDAF-12 ag = H. glycines DAF-12 receptor agonists, primary screen, cell-based, luminescence, HEK293, GAL4 fusion, UAS-luciferase | Nuclear hormone receptor DAF-12 (Heterodera glycines), GAL4 fusion | HEK293 GAL4-hgDAF12 UAS-luciferase reporter, agonist luminescence; normalized to butyrate control | activation, % at 6.8 µM | 370,000 tested, 1.8% active | AID 687014, 2013;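 active = activation above a cutoff set at the mean of all screened compounds plus 3 SD, cut at about 10% in these data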;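 also: 0% = DMSO wells and 100% = sodium butyrate wells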
PLCb3 inh = human PLC-beta3 inhibitors, primary screen, biochemical, fluorescence; Purified PLC-beta3, fluorogenic substrate; inhibition, % at 12.2 µM; 370,000 tested, 0.18% active; AID 720704, 2013; in the data active = inhibition above about 11%;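 also: 0% = median of compound wells on plate and 100% = full blocker control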
FXN GAA850 act = FXN promoter activators, primary screen, cell-based, luciferase luminescence, HEK293 lucGAA850. HEK293 lucGAA850 FXN promoter luciferase reporter, 24 h; percent of 10 µM SAHA response. activation, % at 6 µM. 360,000 tested, 0.56% active. AID 540364, 2011;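 active = activation above the average of all compounds screened plus 3 SD, cutoff fixed separately per campaign, cut at about 7.5% in these data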;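 also: 0% = DMSO wells and 100% = 10 µM SAHA wells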
ssDAF12 agonist = S. stercoralis DAF-12 nuclear receptor activators, primary screen, cell-based, luminescence, HEK293, GRIP1 co-expression, lit1-tk-luc | Nuclear hormone receptor DAF-12 (Strongyloides stercoralis) | HEK293 ssDAF-12/GRIP1 lit1-tk-luc reporter; % of 3 µM dafachronic acid response | activation, % at 6.8 µM | 370,000 tested, 1% active | AID 652126, 2013;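 active = activation above the mean over all tested compounds plus 3 SD, cut at about 0.9% in these data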;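 also: 0% = DMSO-only wells and 100% = 3 µM delta7-dafachronic acid wells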
PG9 binder = binders of HIV-1 gp120 antibody PG9, primary screen, biochemical, TR-FRET; HIV-1 gp120 / PG9 antibody interaction; TR-FRET gp120-PG9 antibody binding; inhibition, % at 6.7 µM; 360,000 tested, 0.43% active; in the data active = inhibition above about 8.5%
DAX1 inh-2 = DAX1 (NR0B1) inhibitors, primary screen, cell-based, HEK293, Gal4-DAX1, luciferase luminescence. Nuclear receptor subfamily 0 group B member 1 (Homo sapiens), P51843. HEK293 Gal4-DAX1 luciferase reporter. inhibition, % at 6.75 µM. 340,000 tested, 0.99% active. AID 504766, 2011;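 active = inhibition above the mean over all tested compounds plus 3 SD, cut at about 4.2% in these data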;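 also: 0% = DAX1-transfected cells with DMSO and 100% = empty-vector control cells with DMSO; inhibition shows as a rise in luminescence from relieved DAX1 repression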
Target sequence (P51843 207-470 limits assumed): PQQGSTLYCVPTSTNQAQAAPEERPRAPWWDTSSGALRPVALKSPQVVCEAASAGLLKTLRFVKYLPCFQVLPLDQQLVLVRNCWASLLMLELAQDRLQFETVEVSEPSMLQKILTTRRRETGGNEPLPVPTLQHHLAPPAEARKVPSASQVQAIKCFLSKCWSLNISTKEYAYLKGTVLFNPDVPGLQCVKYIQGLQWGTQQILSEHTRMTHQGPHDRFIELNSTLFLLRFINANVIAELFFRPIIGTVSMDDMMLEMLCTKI
Rev-erbA mod = modulators of Rev-erb alpha DNA binding, primary screen, biochemical, FITC-DNA, fluorescence polarization, uHTS. activity, % at 10 µM. AID 1259318, 2017. Nuclear receptor subfamily 1 group D member 1 (Homo sapiens), P20393. Rev-erbα–FITC-DNA binding, 90 min. 370,000 tested, 0.79% active;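 active = activity above about 14%, limit read from the data; passing the limit was not always enough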;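 also: 0% = DMSO wells with 35 nM protein and 100% = DMSO wells with 750 nM protein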
hcDAF-12 act = H. contortus DAF-12 nuclear receptor activators, primary screen, cell-based, luminescence, HEK293, lit1-tk-luc reporter | activation, % at 6.8 µM | HEK293 hcDAF-12 lit1-tk-luc reporter; 0% DMSO, 100% Δ7-dafachronic acid | AID 652067, 2013 | 370,000 tested, 1.4% active;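 active = activation above the mean of all tested compounds plus 3 SD, cut at about 5.5% in these data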;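 also: 100% = response to 3 µM Δ7-dafachronic acid high control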
The depositor's hits bear a star; / = no result given. Rows are unselected (roughly 7% active in at least one column).

SMILES	DAX1 inh-1	sPLA2-III inh	SMARCA2 act	hgDAF-12 ag	PLCb3 inh	FXN GAA850 act	ssDAF12 agonist	PG9 binder	DAX1 inh-2	Rev-erbA mod	hcDAF-12 act
COC(=O)CN1C(=S)N(c2ccc(Cl)cc2)C(=O)C1CC(=O)Nc1ccc(Cl)cc1 (configuration not stated)	0.3	-7	-1	0.0	2	-1.3	-0.9	-0.3	1.5	-4	-1.2
COc1ccc(C2=CSC3=NCCN23)cc1Cl	0.2	-4	-2	0.2	-7	0.3	-1.5	-0.1	1.4	-1	0.5
COc1ccc(-n2nnnc2CNC(=O)c2ccc(S(=O)(=O)N3CCOCC3)cc2)cc1	-0.1	2	-1	3.9	1	-3.0	0.4	0.7	-0.1	-7	-0.7
CC(C)(C)C(=O)Nc1ccc2c(c1)OCCOCCOc1cc(NC(=O)C(C)(C)C)ccc1OCCOCCO2	-0.1	13	-5	-1.3	-3	-1.5	0.2	-3.3	0.3	7	-1.6
Cc1ccccc1S(=O)(=O)NCC1CCCO1 (configuration not stated)	0.3	-3	3	-0.8	-6	/	-0.9	-3.0	2.1	5	-0.1
NS(=O)(=O)c1ccc(N2CCN(CCOc3ccc(Cl)cc3)CC2)nc1	-1.1	-10	-7	-3.2	-5	1.3	-1.2	1.1	-2.1	0	-3.5
CNC(=O)CN1C(=O)C2C3C=CC(C3)C2C1=O (configuration not stated)	-0.3	3	0	0.6	2	-1.9	-1.0	-0.1	1.6	-2	-1.0
CC(=O)c1ccc(NC(=O)C2=CC(c3cccs3)=NS(=O)(=O)N2C)cc1	-1.0	-5	-2	3.8	-8	0.0	-1.0	-0.8	0.2	-1	-2.4
CCOP(=O)(c1ccccc1)C1(C#N)CCCC1 (configuration not stated)	-0.7	0	0	-2.2	1	2.3	-0.9	1.5	0.1	1	0.6
COc1cc(/C=N/Nc2ccc(C(F)(F)F)cn2)cc(OC)c1O	-0.9	-11	-2	-1.2	-10	2.1	-1.8	-2.8	-0.8	9	-1.0

Continued (three carried over from the part before).
SMILES	DAX1 inh-1	sPLA2-III inh	SMARCA2 act	hgDAF-12 ag	PLCb3 inh	FXN GAA850 act	ssDAF12 agonist	PG9 binder	DAX1 inh-2	Rev-erbA mod	hcDAF-12 act
CC(=O)c1ccc(NC(=O)C2=CC(c3cccs3)=NS(=O)(=O)N2C)cc1	-1.0	-5	-2	3.8	-8	0.0	-1.0	-0.8	0.2	-1	-2.4
CCOP(=O)(c1ccccc1)C1(C#N)CCCC1 (configuration not stated)	-0.7	0	0	-2.2	1	2.3	-0.9	1.5	0.1	1	0.6
COc1cc(/C=N/Nc2ccc(C(F)(F)F)cn2)cc(OC)c1O	-0.9	-11	-2	-1.2	-10	2.1	-1.8	-2.8	-0.8	9	-1.0
O=C(c1cc(Br)ccc1OC(F)F)N1CCN2CCCC2C1 (configuration not stated)	0.3	13	-3	0.8	-9	-0.2	-1.6	1.5	1.0	3	-0.7
COc1ccc(OC)c2sc(NC(=O)C3CC3)nc12	-0.9	5	4	0.4	-27	-1.9	-0.6	0.3	-1.1	2	1.1
COc1ccc(CCNC(=O)C2CC3Cn4c(nc5ccccc54)C3N2c2ccccc2)cc1 (configuration not stated)	1.3	5	1	-2.5	-2	0.3	-1.6	1.8	0.5	4	-1.8
COc1ccccc1NC(=S)N(CCN1CCCCCC1)Cc1cccs1	0.5	-2	1	0.5	-6	-1.4	-1.1	-0.2	1.0	4	-0.6
Cc1nccn1CCCNC(=O)CC1C(=O)NCCN1Cc1ccccc1C(F)(F)F (configuration not stated)	0.3	2	3	-0.5	-12	-0.1	-1.6	-0.7	0.2	-3	-0.1
CCOCCOC(=O)CCSc1n[nH]c(=O)[nH]c1=O	-1.1	19	2	-2.1	2	-1.4	-1.5	3.8	1.0	0	-2.7
COC(=O)Nc1ccc(S(=O)(=O)Nc2ccc(O)cc2)cc1	-0.9	2	-2	-2.3	-2	2.1	-1.2	-1.5	-0.7	-1	-2.8
COC(=O)COc1ccc(S(=O)(=O)NC2CCCCCC2)cc1	0.1	2	-4	8.1	-1	-0.5	0.9	0.3	0.3	3	-1.1
COCC(C)N=C1NN=C(c2cc(C)n(Cc3ccccc3Cl)c2C)CS1 (configuration not stated)	-0.8	-3	0	-0.4	-28	0.7	-2.0	-1.7	-0.7	1	-1.1
CCCCN(C)CCC(=O)Nc1ccc(Cl)cc1	0.6	4	-4	-0.3	2	2.4	-0.9	-2.0	1.4	0	-1.3
CN(Cc1cn(C)nc1-c1cccc(Cl)c1)CC1CCCCO1 (configuration not stated)	0.4	7	-3	1.2	2	3.5	-1.4	-2.4	1.0	5	-2.2
CNC(=S)Nc1ccc2nc(C)oc2c1	-1.4	7	-3	1.3	-8	1.9	-1.2	-3.4	-1.2	-4	-0.2
Cc1cccc2cc(C#N)c(NCCNS(=O)(=O)c3ccccc3)nc12	-0.1	-8	-4	-0.8	-56	0.7	-1.0	-0.8	-0.8	-7	1.4
C[C@H]1[C@@H](OC(=O)NCc2ccco2)CC[C@@]23CCCN2C(=O)CCC[C@@H]13	/	12	/	3.8	-5	/	-1.5	/	/	5	0.0
COC(=O)NCc1ccc(S(=O)(=O)N2CCOCC2)cc1	1.2	0	-1	-0.2	4	0.6	-1.0	-1.1	-1.1	-4	-0.3
O=[N+]([O-])c1cc(S(=O)(=O)Nc2cccc(C(F)(F)F)c2)ccc1-n1nnc2ccccc21	-0.3	-71	0	0.6	-5	0.4	-1.5	-0.9	1.3	11	-1.4
COc1ccc(C(=O)Nc2cc(C(C)=O)c(/C=C/N(C)C)oc2=O)cc1	0.1	-8	1	0.9	-28	-0.7	-0.9	-19	0.7	20	0.2
COc1ccc2[nH]c3c(c2c1)CCN1C(=O)N([C@@H](C)C(=O)NC2CC2)C(=O)[C@]31C	1.4	-1	1	-3.9	2	-1.6	-1.2	0.1	-0.5	4	-1.9
O=C(OCc1cc(Cl)ccc1OC(F)F)c1cccnc1	-0.7	-1	-1	1.3	-3	2.5	-1.8	-1.3	-0.9	-2	0.6
CC(=O)n1cc(/C=C2/N=C(c3ccccc3)OC2=O)c2ccccc21	0.2	-16	8.2*	2.0	-27	-2.6	0.0	-3.5	1.5	6	6.7*
CC(C)CC(N)c1csc(NC(=O)Nc2ccccc2C(C)C)n1 (configuration not stated)	-1.4	22*	-5	4.8	1	0.1	-1.6	0.5	/	-1	-0.7
CC(C)=NNc1nc(-c2ccc(N3C(=O)CCC3=O)cc2)cs1	-0.4	7	-3	-1.6	-37	-0.5	-1.0	-2.5	-4.4	-1	-3.0
O=C1OC(Oc2ccccc2)(c2ccccc2)c2ccccc21 (configuration not stated)	0.5	-5	0	0.0	1	1.9	-1.9	1.1	1.8	-1	-1.3
COc1ccc([C@@H]2Sc3ccccc3N(CCN(C)C)C(=O)[C@@H]2OC(C)=O)cc1	0.5	-11	4	-2.5	0	0.1	-1.3	-0.8	0.4	-6	-0.7
c1ccc(-c2sc3ccccc3c2-c2ccc(OCCN3CCCC3)cc2)cc1	0.5	3	-1	2.5	-11	-0.9	-0.9	-0.4	2.5	4	-1.3
COc1ccc(/C=C2\CCn3c2nc2cc(C(=O)O)ccc2c3=O)cc1	-0.1	1	0	0.8	-33	1.6	-0.7	-2.9	1.6	4	-0.6
CSCC[C@H](NC(=O)Nc1cccc(C(F)(F)F)c1)C(=O)O	0.2	9	0	-1.5	3	1.1	-0.9	-2.5	0.6	-2	-0.3
Nc1ccc(C(=O)N/N=C/c2cn(Cc3cccc(F)c3)c3ccccc23)cc1	-2.9	-4	0	-2.5	-79	0.4	-1.2	-2.2	-1.1	-1	-3.1
CNc1cnc(-c2ccccc2OC)cn1	0.1	8	-6	-1.2	-404	-1.2	-0.3	1.5	/	0	-1.0
CCN(CC)S(=O)(=O)c1cc([N+](=O)[O-])ccc1N=Nc1c(O)n(C)c2ccccc12	0.5	0	-2	-2.0	0	1.6	-0.9	1.6	-0.1	12	-1.9
O=Cc1c(Cl)cccc1Cl	1.0	-6	3	-2.6	6	1.1	-1.1	-0.9	0.2	-3	-0.1
CCOC(=O)C1C2C=CC3(CN(Cc4cccs4)C(=O)C13)O2 (configuration not stated)	-0.2	9	-2	-0.2	8	1.8	-1.6	-1.7	0.4	5	-1.9
CC1(C)Oc2ccc3ccc(=O)oc3c2C(/C=N/O)C1=O (configuration not stated)	0.0	-3	1	1.4	-13	3.2	-1.3	-3.5	-1.4	-3	-1.9
COc1cc2nnn(-c3ccncc3)c2cc1OC	-0.9	10	-4	0.0	5	1.1	-1.4	1.7	1.0	4	0.9
O=C(CN(Cc1ccccc1)S(=O)(=O)c1ccc2c(c1)OCCO2)N/N=C/c1cccc(Br)c1	0.4	-7	-2	-3.0	-2	5.0	-1.1	-3.0	0.4	-1	3.2
CCOC(=O)CCn1c(=S)n(CCC(=O)OCC)c2ccccc21	0.1	-1	0	-1.0	-8	1.3	-1.3	-2.9	1.4	0	-1.7
C=CCN1[C@H](C)COc2cccc(F)c2S1(=O)=O	-0.1	14	-2	-4.0	-2	/	-1.1	/	/	-6	-3.4
O=C(OCc1nc2ccccc2s1)c1ccco1	4.9*	4	1	11*	3	0.6	0.8	0.3	1.0	5	9.1*
CCc1ccc(/C=N/NC(=O)c2cc(-c3ccccc3OC)nc3ccccc23)s1	-1.3	-4	-2	1.6	-96	-0.2	-0.3	-0.6	0.4	8	1.2
COc1ccc(CN2CCSCC2)c(OC)c1C	0.1	12	-3	-0.8	-5	1.8	-1.8	-2.4	-1.3	4	-0.9
Cc1cc(/C(N)=N/OC(=O)Nc2cccc(C(F)(F)F)c2)no1	1.7	-5	-2	0.7	-5	-0.1	-1.0	1.3	/	2	2.1
Cn1cnnc1-c1cccc(NS(=O)(=O)c2ccc(N3CCCC3=O)cc2)c1	0.2	11	-4	-2.5	-1	0.5	-0.6	-0.2	0.5	4	-1.0
Cc1cccc(C(=O)OCC(=O)NC(=O)NCc2ccccc2)c1	-0.4	-4	1	-0.6	-9	2.6	-0.6	3.2	0.4	7	-0.8
COc1ccc(C(C#N)Nc2ccccc2C)cc1 (configuration not stated)	0.1	7	-4	1.1	-1	-0.3	-1.2	-0.3	1.0	2	2.9
